Bioassay records as filed in PubChem.
ABHD5-PLIN5 inh: blocks binding of human ABHD5 to perilipin-5 | inhibition, % at 4 µM | AID 602281 | 360,000 compounds, 0.78% hits | Split G. princeps luciferase complementation, luminescence, 4 h;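 active = inhibition above the mean inhibition across every tested compound plus 3 SD, cut at about 22% in these data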;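 also: 0% = DMSO only wells and the 100% control is not disclosed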
PDI inh: PDI (human) enzyme inhibition; P07237; PDI insulin aggregation turbidity, A650, 90 min; inhibition, % at 10 µM; 350,000 compounds, 0.052% hits; AID 588391;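 active = mean inhibition across replicates of 30% or more, whatever share of single replicates reach that level; inconclusive = mean inhibition below 30% while every single replicate reaches 30%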;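 also: absorbance from insulin aggregation driven by PDI reduction with DTT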
MC4R barr agon: activates human MC4R beta-arrestin recruitment; P32245; U2OS MC4R beta-arrestin complementation, luminescence; percent of melanotan II response, DMSO zero; activation, % at 8.9 µM; 360,000 compounds, 0.98% hits; AID 540308;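 active = activation above a per-plate cutoff, the mean activation of sample wells on that plate plus 3 SD, cut at about 8% in these data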
MC4R antagonist: human MC4R antagonism in cAMP assay; P32245; MC4R-expressing cells, MTII-stimulated cAMP, LANCE TR-FRET; inhibition, % at 6.5 µM; 360,000 compounds, 0.48% hits; AID 540295;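 active = inhibition above its plate's cutoff, the mean of tested wells on that plate plus 3 SD, cut at about 29% in these data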;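 also: 0% = Melanotan II alone and 100% = Melanotan II plus saturating MCL0020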
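Material – human MC4R-expressing U2OS cells · Repeats – no replicates · Detection – TR-FRET with Eu-cAMP and labeled anti-cAMP, 671 nm · Times – compound 30 min, challenge 1 h, detection 1 h · Compound – single nominal compound dose of 6.5 µM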
HTR2A ag: mouse HTR2A agonism via beta-arrestin recruitment. P35363. CHO-K1 mHTR2A beta-arrestin complementation, luminescence; percent of 30 µM serotonin response. activation, % at 7.6 µM. 360,000 compounds, 0.66% hits. AID 624169;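 active = activation above a run cutoff, the mean activation of all tested compounds plus 3 SD, cut at about 14% in these data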;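 also: 0% = plate median of compound wells and 100% = 30 µM serotonin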
H9c2 protect: myocardial damage modulation in H9c2 cells; H9c2 cardiomyocytes, H2O2 injury protection, ATPLite, 2 h; protection from H2O2 cell death, % at 20 µM; 360,000 compounds, 0.63% hits; AID 588492;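 active = compounds giving at least 50% protection of heart cells from peroxide-induced death in the single-dose screen, raw or plate-pattern-corrected value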;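 also: 0% = DMSO wells with peroxide and 100% = DMSO wells without peroxide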
ABCB6 inh MLPCN: blocks the human ABCB6 transporter | K562-ABCB6 porphyrin accumulation, flow cytometry, 1 h; active compounds read low | 360,000 compounds, 0.19% hits | fluorescence ratio to DMSO, % at 10 µM | AID 602162 | Q9NP58;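 active = fluorescence ratio to DMSO below 75%, the collection mean minus 3 SD; inconclusive = too few cells collected in the well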;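 also: signal is porphyrin accumulated inside mitochondria; 100% equals median channel fluorescence of DMSO control wells; lower ratio means ABCB6 inhibition with less porphyrin fluorescence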
Target sequence (Q9NP58 whole entry, looked up): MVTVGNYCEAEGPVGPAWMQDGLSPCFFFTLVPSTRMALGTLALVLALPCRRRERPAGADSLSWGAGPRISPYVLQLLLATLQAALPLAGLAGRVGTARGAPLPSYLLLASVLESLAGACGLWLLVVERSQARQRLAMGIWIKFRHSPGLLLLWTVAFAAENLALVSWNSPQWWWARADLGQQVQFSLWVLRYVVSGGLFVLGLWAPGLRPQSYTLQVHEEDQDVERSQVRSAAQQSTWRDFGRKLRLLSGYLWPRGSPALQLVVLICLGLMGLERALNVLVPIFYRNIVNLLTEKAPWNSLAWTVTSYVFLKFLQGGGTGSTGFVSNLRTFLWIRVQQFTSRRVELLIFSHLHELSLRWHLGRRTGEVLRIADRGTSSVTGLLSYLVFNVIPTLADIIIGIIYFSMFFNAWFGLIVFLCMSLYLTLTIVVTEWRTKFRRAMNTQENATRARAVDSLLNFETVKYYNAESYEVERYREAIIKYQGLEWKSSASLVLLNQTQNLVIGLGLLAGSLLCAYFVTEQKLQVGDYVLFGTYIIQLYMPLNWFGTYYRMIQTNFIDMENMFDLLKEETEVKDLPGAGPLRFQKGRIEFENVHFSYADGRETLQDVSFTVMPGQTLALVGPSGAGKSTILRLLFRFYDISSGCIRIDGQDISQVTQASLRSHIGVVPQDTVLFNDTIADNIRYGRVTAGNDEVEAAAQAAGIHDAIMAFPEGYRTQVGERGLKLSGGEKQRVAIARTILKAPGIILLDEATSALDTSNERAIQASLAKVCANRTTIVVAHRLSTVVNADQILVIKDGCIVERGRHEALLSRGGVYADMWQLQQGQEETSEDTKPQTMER
N-glyco inh: N-linked glycosylation inhibition. D54 ERlucT glycosylation luciferase reporter, 24 h; percent of 100 nM tunicamycin response. reporter increase, % at 12.5 µM. 360,000 compounds, 0.23% hits. AID 588692;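 active = mean luciferase reporter signal, scaled so untreated is 0 and the glycosylation-blocking control 100, at or above a set limit in every replicate; inconclusive = mean reaches the limit but not every replicate does; inactive = mean below the limit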;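 also: luciferase carries N-glycosylation sites so blocking glycosylation raises the light; 0% = median of neutral control wells and 100% = median of 100 nM tunicamycin wells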
CaV13 ICDI inh: Disruptors of the CACNA1D IQ motif to Ca2+-dependent inactivation inhibitor domain association, primary screening, Förster resonance energy transfer in intact living … | HEK cells, CFP/YFP FRET ICDI-IQ, plate reader, 10 min; percent FRET-ratio fall versus neutral wells | inhibition, % at 12.3 µM | 340,000 compounds, 0.098% hits;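 active = mean replicate inhibition of at least 30% and at least 1% of replicates passing that level; inconclusive = only one of the two criteria is met; inactive = neither criterion is met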;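 also: 0% = median of the neutral control wells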
Exocytosis inh: lytic granule exocytosis inhibition; 360,000 compounds, 0.66% hits; inhibition, % at 10 µM; TALL-104 LAMP-1 surface exposure, flow cytometry; cells stimulated with thapsigargin and PMA; AID 651702;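 active = inhibition above about 55%, limit read from the data; inconclusive = no clear call, values can overlap the other calls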
Starred values were filed as active, the others as inactive; ? = inconclusive; . = no result given.

canonical_smiles | MC4R barr agon | CaV13 ICDI inh | HTR2A ag | H9c2 protect | Exocytosis inh | MC4R antagonist | N-glyco inh | PDI inh | ABCB6 inh MLPCN | ABHD5-PLIN5 inh
CC1CC(C)(C)NC(=S)N1CCC(=O)NCCc1ccc(Cl)cc1 (centres undefined) | -1.6 | -7 | 4 | 0 | -2 | -7 | -1 | -1 | 95 | -6
CC(C)NC(=O)CCn1ccc2cc(S(=O)(=O)N3CCCC3)ccc21 | -1.3 | -6 | 0 | 4 | -4 | 16 | 2 | 2 | 101 | 9
COc1ccccc1C(=O)NNC(=O)c1ccncc1 | -3.8 | -6 | 0 | -6 | -6 | -1 | 0 | -2 | 98 | 4
COc1cccc2cc(C(=O)C3=C(O)C(=O)N(CCN4CCOCC4)C3c3cccs3)oc12 (centres undefined) | -0.8 | -6 | 5 | 16 | 3 | -2 | 2 | -2 | 108 | -1
COCC(=O)N1CCC(Oc2ccc(C(=O)NCc3cc(C)no3)cc2)CC1 | -3.5 | -7 | 4 | -4 | -13 | 5 | 1 | -13 | 102 | -4
O=C/C(=C\Nc1ccc(S(=O)(=O)CCO)cc1)c1nc2cc(Cl)ccc2o1 | 3.2 | -5 | 2 | 28 | 1 | 28 | -1 | -2 | 106 | 1
COc1ccc(CNC(=O)COC(=O)c2ccc(Br)cc2)cc1 | -0.1 | -7 | 3 | -7 | -1 | -2 | 1 | -6 | 99 | 11
O=S(=O)(NCCNc1nccc(C(F)(F)F)n1)c1ccccc1 | 0.2 | -14 | -2 | 1 | -5 | 9 | 0 | -22 | 96 | -1
COC(=O)C(Cc1c[nH]c2ccccc12)NC(=O)c1cc(-c2ccc(OC)c(OC)c2)oc1C (centres undefined) | -2.2 | -5 | 4 | 0 | 8 | 8 | -1 | -6 | 99 | 19
CCN1C(=O)[C@@H]2[C@@H](c3ccc(-c4ccc(C(C)=O)cc4)c(OC)c3)N3CCCC[C@@]3(C(=O)OC)[C@@H]2C1=O | -0.9 | -10 | 3 | 30 | -18 | -2 | -6 | -19 | 90 | 0
CCOC(=O)c1c(C)[nH]c(C(=O)COC(=O)c2cccnc2Cl)c1C | 1.6 | -15 | 3 | -12 | -3 | 7 | 0 | -11 | 97 | 4
COc1cc(-c2noc(C)c2-c2ccc(N(C)C)nc2)cc(OC)c1OC | -1.2 | -8 | -1 | 2 | 2 | -23 | ? | -3 | 100 | -2
CN(c1ccccc1)S(=O)(=O)c1cccc(NC(=O)c2ccc3ncsc3c2)c1 | 1.8 | -2 | 8 | 2 | 67* | 20 | -4 | -7 | 98 | 2
CCN(CC)S(=O)(=O)c1cccc(C(=O)NCCc2ccccc2)c1 | -1.3 | -9 | 0 | 2 | 0 | -3 | 2 | -4 | 98 | 1
COc1ccc(C(=O)NC(=S)Nc2cccc(S(=O)(=O)N3CCOCC3)c2)cc1 | -0.4 | 4 | -1 | -4 | 1 | -18 | ? | 13 | 88 | 3
O=C(NC(=O)c1csnn1)Nc1ccccc1Cl | -5.1 | . | 0 | -2 | -4 | 5 | 0 | -6 | 96 | -4
O=C1NC[C@H](Cc2ccccc2)N(CCc2cccc(F)c2)C1=O | -2.3 | -5 | 5 | 2 | 61* | 8 | 0 | -1 | 101 | 3
O=C(Nc1ccccc1)Nc1ccc2ncoc2c1 | 5.5 | 2 | -3 | -9 | 3 | 1 | -1 | 4 | 91 | 9
Cc1cccc(N(C(=O)c2csnn2)C(C(=O)NCc2ccccc2)c2ccc(C)o2)c1 (centres undefined) | -1.1 | -5 | -3 | -2 | 22 | 16 | -3 | 15 | 94 | 3
CCO[C@H]1OC(C(N)=O)=C[C@@H](c2csc3ccccc23)[C@@H]1CCCO | -1.5 | -5 | 4 | 2 | 0 | 1 | 2 | 6 | 96 | -1
O=C(CN1CCOCC1)Nc1ccc(Cl)cn1 | 3.6 | -3 | 2 | 0 | -1 | -1 | 0 | 5 | 99 | 4
Cc1nc2c(C(=O)NCCc3ccccc3)c[nH]n2c(=O)c1Cl | -1.2 | -7 | 0 | 1 | 0 | -4 | 1 | 0 | 102 | 2
COc1ccc([N+](=O)[O-])cc1NC(=O)c1ccc(N(Cc2ccccc2C)S(C)(=O)=O)cc1 | -0.1 | -5 | -1 | 9 | 0 | 12 | -4 | 0 | 101 | 9
COC(=O)C(C(=O)NCC1CCCO1)C1CCCCCC1 (centres undefined) | -1.7 | 1 | 5 | 8 | -2 | 3 | 1 | -2 | 95 | -1
CCc1nnc(NC(=O)CCC(=O)N2CCN(Cc3ccccc3)CC2)s1 | -0.8 | . | 16* | 15 | 0 | 2 | 1 | -3 | 92 | 10
CC(C)(C)OC(=O)N1CC2(CCCCC2)CC1Cc1ccc(C(F)(F)F)cc1 (centres undefined) | 0.7 | -8 | 1 | -2 | -1 | 22 | -4 | -9 | 98 | -9
O=C(NCc1ccc(F)c(F)c1)C1CCC(=O)N(CC2CCCCC2)C1 (centres undefined) | -0.5 | -5 | -3 | -2 | -5 | -2 | -1 | 5 | 101 | -6
COc1cccc(NC(=O)C(Sc2nnnn2C)c2ccccc2)c1 (centres undefined) | -2.0 | 16 | 0 | -1 | -1 | 2 | -4 | -1 | 104 | -3
COc1ccc(NC(=O)Cn2nc(C(=O)O)c3ccccc3c2=O)cc1S(=O)(=O)N1CCCCC1 | -0.4 | -7 | 4 | 34 | -7 | -2 | 1 | 13 | 102 | 3
Fc1ccc(-c2nc3ccc(Br)cn3c2Cc2ccccc2)cc1 | -0.1 | -10 | -8 | -16 | -3 | -3 | 1 | 1 | 98 | -3
Cc1cccc(N(C)C(=O)CN(C)S(=O)(=O)c2ccc3c(c2)c(=O)n(C)c(=O)n3C)c1 | 0.5 | -7 | -5 | -3 | -1 | 9 | -1 | 2 | 100 | -1
Cc1ccc(S(=O)(=O)NCc2ccncc2)cc1 | 1.5 | . | 3 | -31 | 12 | 1 | 1 | 0 | 103 | 3
O=C(CS(=O)(=O)c1cccc(C(F)(F)F)c1)Nc1ccccc1Cl | -0.4 | -4 | -5 | 0 | 0 | 0 | -1 | 0 | 88 | 1
COc1ccc(Nc2nc(C)nc3c2oc2ccccc23)cc1 | 0.3 | -17 | 0 | 3 | -8 | 1 | 0 | -5 | 98 | 0
Cn1c(SCC(=O)Nc2ccc3c(c2)n(C)c(=O)n3C)nnc1-c1ccncc1 | -0.2 | -7 | -7 | 0 | -7 | 7 | 3 | 0 | 98 | 3
CC(C(=O)Nc1ncc([N+](=O)[O-])s1)N1C(=O)c2ccccc2S1(=O)=O (centres undefined) | -4.5 | -6 | 5 | 4 | -3 | 4 | 1 | -1 | 95 | 4

A second format for part of the listing above.
Sequence of screens: MC4R barr agon | CaV13 ICDI inh | HTR2A ag | H9c2 protect | Exocytosis inh | MC4R antagonist | N-glyco inh | PDI inh | ABCB6 inh MLPCN | ABHD5-PLIN5 inh
Fc1ccc(-c2nc3ccc(Br)cn3c2Cc2ccccc2)cc1
  -0.1 | -10 | -8 | -16 | -3 | -3 | 1 | 1 | 98 | -3
CC(C)(C)OC(=O)N1CC2(CCCCC2)CC1Cc1ccc(C(F)(F)F)cc1 (centres undefined)
  0.7 | -8 | 1 | -2 | -1 | 22 | -4 | -9 | 98 | -9

The list goes on.
canonical_smiles | MC4R barr agon | CaV13 ICDI inh | HTR2A ag | H9c2 protect | Exocytosis inh | MC4R antagonist | N-glyco inh | PDI inh | ABCB6 inh MLPCN | ABHD5-PLIN5 inh
CN(Cc1cn(Cc2ccc(F)cc2)nn1)C1CN(Cc2cn(Cc3ccc(F)cc3)nn2)S(=O)(=O)C1 (centres undefined) | . | -7 | 0 | . | 3 | . | . | . | 93 | 4
O=C(NN=Cc1ccc(Cl)cc1Cl)C1CC1 | -1.4 | -6 | -1 | -3 | 3 | -9 | -6 | 1 | 96 | -1
CCCCN(C(C)=O)c1c(CC)nc2ccc(C(=O)NCCCN(C)C)cn12 | -0.7 | -5 | 4 | -3 | 1 | -5 | 3 | 9 | 100 | 9
C/C(=N\Nc1ccc(S(N)(=O)=O)cc1[N+](=O)[O-])c1ccccc1O | 5.1 | -3 | 4 | -5 | 0 | -3 | 0 | -2 | 97 | 11
Cc1ccc(OCC(O)CNCc2ccc(F)cc2)cc1 (centres undefined) | -0.8 | -3 | 2 | 1 | 2 | -1 | 3 | -8 | 91 | 10
c1ccc(-c2nc(-c3ccccn3)nc(-c3ccccn3)n2)nc1 | -1.4 | -2 | 2 | 43 | -4 | 1 | 1 | 1 | 94 | 7
COc1ccc(-c2ccc3c(N)c(C(=O)c4cccc(OC)c4)sc3n2)cc1 | 0.4 | -12 | 0 | -4 | 2 | -5 | -1 | -4 | 113 | -6
COc1ccc(CC(=O)Nc2ccc(OC)nc2)cc1 | 0.0 | 4 | 6 | -9 | 3 | -1 | 0 | -4 | 101 | 4
Cc1ccc(N2C(N)=NC(N)=NC23CCCC3)c(C)c1 | -2.2 | . | 2 | -5 | 1 | 5 | -1 | -3 | 90 | 1
Cc1c(CC(=O)N[C@H](C(=O)O)C(C)C)c(=O)oc2cc3c(cc12)CCC(C)(C)O3 | -1.5 | -1 | -2 | 6 | -12 | 13 | 0 | -3 | 96 | -2
Clc1ccc(C[n+]2cc(-c3ccccc3)n3c2CCCCC3)c(Cl)c1 | -4.0 | -2 | -3 | -25 | 11 | 6 | 3 | 7 | 96 | 7

HTR2A ag: entries above that show a hit
| canonical_smiles | MC4R barr agon | CaV13 ICDI inh | HTR2A ag | Exocytosis inh | MC4R antagonist | N-glyco inh | PDI inh | ABCB6 inh MLPCN | ABHD5-PLIN5 inh |
| --- | --- | --- | --- | --- | --- | --- | --- | --- | --- |
| CCc1nnc(NC(=O)CCC(=O)N2CCN(Cc3ccccc3)CC2)s1 | -0.8 | . | 16* | 0 | 2 | 1 | -3 | 92 | 10 |

Complete entries from above:
Record of CCCCN(C(C)=O)c1c(CC)nc2ccc(C(=O)NCCCN(C)C)cn12 : MC4R barr agon: -0.7; CaV13 ICDI inh: -5; HTR2A ag: 4; H9c2 protect: -3; Exocytosis inh: 1; MC4R antagonist: -5; N-glyco inh: 3; PDI inh: 9; ABCB6 inh MLPCN: 100; ABHD5-PLIN5 inh: 9
Record of Cc1ccc(N2C(N)=NC(N)=NC23CCCC3)c(C)c1 : MC4R barr agon: -2.2; CaV13 ICDI inh: .; HTR2A ag: 2; H9c2 protect: -5; Exocytosis inh: 1; MC4R antagonist: 5; N-glyco inh: -1; PDI inh: -3; ABCB6 inh MLPCN: 90; ABHD5-PLIN5 inh: 1

No enrichment for hits, and some 4.2% of all compounds hit somewhere here.
